Kir21 inh – inhibitors of mouse Kir2.1 inward-rectifier potassium channel. Inward rectifier potassium channel 2 (Mus musculus), P35561. HEK293-Kir2.1, FluxOR thallium flux fluorescence; stronger effect = lower value. B-score at 10 µM. 310,000 tested, 0.85% active. AID 1672, 2009;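 active = fluorescence ratio B-score at or below minus 3 SD of library scores, with starting-brightness B-score within 2 SD, cut at about -4.2 in these data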;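 also: channel flux triggered by added potassium and thallium sulfate stimulus; B-score of peak minus minimum fluorescence over baseline after thallium stimulus; more negative B-score means stronger Kir2.1 block with less thallium influx; some compounds called inactive have numbers as strong as hits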
Target sequence (P35561 whole entry, looked up): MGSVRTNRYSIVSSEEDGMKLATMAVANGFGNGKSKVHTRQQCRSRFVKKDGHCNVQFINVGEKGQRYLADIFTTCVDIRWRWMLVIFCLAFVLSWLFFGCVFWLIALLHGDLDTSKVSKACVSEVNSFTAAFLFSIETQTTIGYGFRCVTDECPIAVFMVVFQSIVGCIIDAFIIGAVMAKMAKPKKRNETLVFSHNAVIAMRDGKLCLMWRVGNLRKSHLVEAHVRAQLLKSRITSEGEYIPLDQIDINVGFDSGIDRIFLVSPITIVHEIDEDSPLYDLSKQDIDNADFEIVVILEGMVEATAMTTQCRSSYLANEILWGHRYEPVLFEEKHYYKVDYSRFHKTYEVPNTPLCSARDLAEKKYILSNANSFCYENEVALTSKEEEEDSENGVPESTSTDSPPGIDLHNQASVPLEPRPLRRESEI
STK33 inh – inhibitors of purified STK33 kinase, primary screen, biochemical, ADP-Glo luminescence, homogeneous, cell-free | MBP phosphorylation | inhibition, % at 10 µM | Serine/threonine-protein kinase 33 (Homo sapiens), Q9BYT3 | 320,000 tested, 0.073% active | AID 2661, 2010;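 active = inhibition at or above 25%, using the most active replicate where run in duplicate; inactive = inhibition below 25%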
Target sequence (Q9BYT3 whole entry, looked up): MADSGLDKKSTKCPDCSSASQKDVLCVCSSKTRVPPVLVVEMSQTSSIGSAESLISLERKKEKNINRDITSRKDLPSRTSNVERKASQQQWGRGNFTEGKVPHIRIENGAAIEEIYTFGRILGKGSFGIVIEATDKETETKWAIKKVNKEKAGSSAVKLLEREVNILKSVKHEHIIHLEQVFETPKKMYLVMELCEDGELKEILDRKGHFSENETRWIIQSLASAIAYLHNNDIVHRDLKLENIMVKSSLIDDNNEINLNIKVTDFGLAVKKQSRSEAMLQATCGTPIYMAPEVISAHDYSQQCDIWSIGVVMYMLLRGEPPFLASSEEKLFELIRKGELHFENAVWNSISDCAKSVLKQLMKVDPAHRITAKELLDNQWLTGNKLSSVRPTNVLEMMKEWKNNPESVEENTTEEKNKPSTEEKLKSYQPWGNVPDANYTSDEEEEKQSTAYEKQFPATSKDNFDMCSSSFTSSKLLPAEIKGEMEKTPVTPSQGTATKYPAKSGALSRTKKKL
Starred values were filed as active, the others as inactive; / = not tested or not shown.

SMILES | Kir21 inh | STK33 inh
COc1ccc(CN(C)C(=O)c2cccc(NS(=O)(=O)c3ccccc3)c2)cc1F | -0.51 | 0.5
COc1ccc(C2=NOC3(CC(=O)N(c4ccc(C)cc4)C3=O)C2)cc1 (stereo not given) | 0.14 | -1.0
CCOC(=O)/C(C#N)=C1/C=C(C)c2ccccc2N1 | -0.45 | -0.8
O=C(NCc1ccc2[nH]c3c(c2c1)CCCC3)c1ccc(S(=O)(=O)N2CCOCC2)cc1 | 0.02 | -1.5
Cc1ccc(NC(=O)CCSCCc2ccccn2)cc1 | -1.45 | 0.1
O=C(NNC(=S)NC(=O)c1ccccc1)c1ccc(O)cc1 | -0.01 | 0.7
CC1CCN(C(=O)CN2C(=O)COc3ccc(Cl)cc32)CC1 | 0.67 | -0.8
CCCCn1c(=O)cc(O)c2ccccc21 | 1.27 | -1.6
COc1cccc(OC)c1Oc1ccc(C(F)(F)F)cn1 | -1.4 | -1.1
COc1ccccc1CN1CCN(Cc2ccc3ccccc3c2)CC1 | -1.95 | -1.4
Cc1ccc(NC(=S)NC(NC(=O)N(C)C)C(Cl)(Cl)Cl)cc1 (stereo not given) | -0.1 | 0.1
COc1ccc(F)cc1S(=O)(=O)n1cc(C)nc1-c1ccccc1 | 0.8 | 0.1
CN(C)C(=O)c1nc(C#N)c(N(C)C)o1 | 0.37 | -1.3
CC(C)c1nnc(NC(=O)CSc2ccccc2)s1 | -0.4 | -0.5
O=C1CNC(=O)/C(=C/c2cccs2)N1 | 0.53 | -0.1
Cc1ccnc(NC(=O)C(C)n2cc([N+](=O)[O-])cn2)c1 (stereo not given) | -2.88 | -2.0
Cc1onc(-c2ccccc2Cl)c1C(=O)NCc1ccccc1 | -1.22 | 0.6
O=C(Nc1nc(-c2ccc(Oc3ccccc3)cc2)cs1)C1=COCCO1 | 1.21 | -1.8
O=c1c2ccccc2c2ccccc2c(=O)n1Cc1ccco1 | 1.24 | 1.3
Cc1ccc(N(CC(=O)NC2CCC(C)CC2)S(=O)(=O)c2cccnc2)cc1 (stereo not given) | -0.5 | -0.4
COc1cccc(C2N(c3cccc(Cl)c3)C(=O)C3CCCN32)c1OC (stereo not given) | 0.99 | 0.5
Cn1nnnc1SCC(=O)N1CCCc2ccccc21 | 0.09 | 1.1
Cn1c(SCC(=O)NCC2CCCO2)ncc(C(=O)Nc2ccc(F)cc2)c1=O (stereo not given) | -1.29 | 0.0
CCN(CC)CCCNC(=O)c1cn(CC)c2cc(N3CCN(C(=O)c4ccco4)CC3)c(F)cc2c1=O | -0.17 | -1.6
C=CC[C@@H](CC(=O)N[C@@H](CO)Cc1ccccc1)C(=O)NC[C@@H](OC(=O)[C@@H](CC=C)CC(=O)OC(C)(C)C)c1ccccc1 | / | -0.5
CCCCNC(=O)Nc1ccccn1 | -0.81 | -1.1
Cc1nc2ccccc2c(=O)n1NC(=O)c1cccnc1Cl | -0.36 | 0.1
CSc1cccc(NC(=O)C2CCCN2S(=O)(=O)c2ccc3c(c2)CCC(=O)N3)c1 (stereo not given) | / | -1.9
Fc1cccc(/C=N/Nc2nncc3ccccc23)c1 | -0.69 | 0.0
O=C(O)CCc1ccc(-c2ccc(F)cc2)n1CCC(=O)O | 0.03 | -1.3
CC1CCN(C(=O)CN(c2cccc(F)c2)S(C)(=O)=O)CC1 | -0.06 | 0.6
CCC(C(=O)OCC(=O)Nc1cc(C)ccc1OC)c1ccccc1 (stereo not given) | -0.27 | -0.7
Cc1ccc2c(c1)N(C(C)C(=O)NCc1ccc3c(c1)OCO3)C(=O)CO2 (stereo not given) | -1.05 | -0.5
Cc1nnc2c3ccccc3c(Cl)nn12 | 1.09 | -1.2
OCC1(Cc2ccccc2)CCCN(Cc2cn[nH]c2-c2ccccc2)C1 (stereo not given) | -1.21 | 0.7
CC(C)=CC1C(C(=O)Nc2ccc(S(=O)(=O)N3CCOCC3)cc2)C1(C)C (stereo not given) | 0.68 | /
CCN1CCN(S(=O)(=O)c2cc(OC)c(Cl)cc2OC)CC1 | -0.73 | -0.9
Cc1cc2ncn(-c3ncnc4sc(C)c(C)c34)c2cc1C | 0.01 | 0.5
COc1ccc(C)cc1NC(=O)C(OC(=O)c1cnccn1)c1ccccc1 (stereo not given) | 2.32 | -1.1
CCCCCC(=O)O/N=C(\C)c1ccn(S(=O)(=O)c2ccccc2)c1 | 0.02 | -2.0
O=C(NCCc1ccccc1)/C(=C\c1ccc([N+](=O)[O-])cc1)NC(=O)c1ccccc1 | 0.01 | -0.2
CC(c1ccccc1)n1cc(C(=O)NCc2cccnc2)nn1 (stereo not given) | 0.56 | -1.8
O=C1c2ccccc2C(=O)N1CCCc1nc(-c2ccc(Cl)cc2)no1 | 0.52 | -0.1
CCSc1cnc(-c2ccccc2)n1CC | -0.21 | -2.1
FC(F)(F)c1cccc(NCc2n[nH]c(=S)n2C2CCCCC2)c1 | 0.11 | 1.4
CN(CC(=O)Nc1sccc1C(N)=O)S(=O)(=O)c1ccc(Cl)cc1 | / | -1.1
COc1ccc(OC)c(NC(=O)CCN2CC(C)OC(C)C2)c1 (stereo not given) | -0.87 | /
CCCCn1c(N)c(N(CCOC)C(=O)c2cc(S(=O)(=O)N3CCOCC3)ccc2F)c(=O)[nH]c1=O | -0.25 | -0.8

Compound profiles (already shown).
Listed for CN(CC(=O)Nc1sccc1C(N)=O)S(=O)(=O)c1ccc(Cl)cc1 → Kir21 inh: /; STK33 inh: -1.1
Listed for CCCCCC(=O)O/N=C(\C)c1ccn(S(=O)(=O)c2ccccc2)c1 → Kir21 inh: 0.02; STK33 inh: -2.0
Listed for COc1ccc(OC)c(NC(=O)CCN2CC(C)OC(C)C2)c1 (stereo not given) → Kir21 inh: -0.87; STK33 inh: /

Additional entries
SMILES | Kir21 inh | STK33 inh
CCn1c(=O)n(CC)c2cc(N3CCCC3)c(NC(=O)c3ccc(C)cc3)cc21 | -1.04 | 2.4
O=C(c1cccc(Cl)c1)N1CCC(=O)N(C(COCc2cccc(Cl)c2)Cc2ccccc2)CC1 (stereo not given) | 1.86 | -0.6
CCN1C(=O)c2cccc3c(S(=O)(=O)N(C(C)=O)c4ccc(OC(C)=O)cc4)ccc1c23 | / | 0.0
COc1ccc2[nH]c(C(=O)N(C)c3ccc(F)cc3F)cc2c1 | 0.04 | -2.0
Cc1ccnc(NC(=O)CCC(=O)N(CC(=O)NCc2ccc(F)cc2)c2ccc(F)cc2)c1 | -0.68 | -0.9
CN1C(=O)CC(NNC(=O)c2ccccc2)C1=O (stereo not given) | -0.68 | -0.4
Cc1ccc(-c2nnc(-c3cccnc3)o2)cc1 | -0.61 | -0.4
O=C(CSc1ncccn1)N1CCN(C(=O)CSc2ncccn2)CC1 | 0 | -0.4
CCCC(=O)c1ccc(N2CCCCCC2)c(F)c1 | -0.48 | /
COc1ccc(C(=O)OCC(O)COC(=O)c2ccc(OC)cc2)cc1 | -0.54 | 0.3
CCOc1ccccc1C1CC(c2cccc(NS(C)(=O)=O)c2)=NN1C(=O)c1ccccc1 (stereo not given) | -0.35 | -1.2
COc1ccc(N2CCN(C(=O)c3ccc(CNS(=O)(=O)c4ccc(C)cc4)cc3)CC2)cc1 | 0.68 | -0.5

Ordered by formula weight (falling): some entries from above
SMILES | Kir21 inh | STK33 inh
O=C(c1cccc(Cl)c1)N1CCC(=O)N(C(COCc2cccc(Cl)c2)Cc2ccccc2)CC1 (stereo not given) | 1.86 | -0.6
COc1ccc(N2CCN(C(=O)c3ccc(CNS(=O)(=O)c4ccc(C)cc4)cc3)CC2)cc1 | 0.68 | -0.5
Cc1ccnc(NC(=O)CCC(=O)N(CC(=O)NCc2ccc(F)cc2)c2ccc(F)cc2)c1 | -0.68 | -0.9
O=C(CSc1ncccn1)N1CCN(C(=O)CSc2ncccn2)CC1 | 0 | -0.4
COc1ccc2[nH]c(C(=O)N(C)c3ccc(F)cc3F)cc2c1 | 0.04 | -2.0
CN1C(=O)CC(NNC(=O)c2ccccc2)C1=O (stereo not given) | -0.68 | -0.4

(cont.)
SMILES | Kir21 inh | STK33 inh
CC(=O)N1CCN(C(=S)NCCc2ccccc2)CC1 | -0.11 | 0.7
Cc1ccc(C(=O)Nc2nccs2)s1 | -0.57 | -1.5
CC(C)n1ncc2c(C(=O)Nc3cccc(S(=O)(=O)N(C)C)c3)cc(C3CC3)nc21 | / | -1.6
CN1CCN(S(=O)(=O)c2ccc(N3CCN(c4ccccc4Cl)CC3)nc2)CC1 | / | -0.4
Cc1[nH]c2ccc(-c3nnc(SCC(=O)N4CCCc5ccccc54)o3)cc2c1C | 1.48 | 0.0
Cc1cc(C)c(-n2nnnc2SC(C)C)c(C)c1 | -0.63 | 0.5
COc1ccc(C[C@H]2c3cc(O)c(OC)cc3CC[N+]2(C)[O-])cc1O (stereo not given in full) | -0.04 | 2.6
CC1CC(C)CN(C(=O)C2CCN(S(=O)(=O)N3CCC4(CC3)OCCO4)CC2)C1 (stereo not given) | 0.55 | -2.5
CCOc1ccccc1C(=O)NCCc1cnc[nH]1 | -1.61 | -0.4
CCOC(=O)N1CCN(CC(O)COc2c(C)cc(C)cc2C)CC1 (stereo not given) | -1.26 | -0.5
COc1cccc(/C=N\NC(=O)c2ccc(C)nc2)c1 | -0.05 | 1.1
CCn1c(SCC(=O)Nc2nonc2C)nnc1-c1ccoc1C | 0.36 | -3.9
C=CCS/C(N)=N\N=C\c1cc(Br)cc([N+](=O)[O-])c1O | 0.5 | 0.4
CC(C)c1ccc(NC(=O)[C@@H](C)NC(=O)[C@@H]2Cc3ccccc3CN2)cc1 | 0.55 | -0.8
COc1ccc(CN2CCN(C(=O)C3CC(=O)N(C4CCCCCC4)C3)CC2)c(OC)c1OC (stereo not given) | -0.25 | -1.3
COC(=O)c1oc2ccc(Cl)cc2c1N | -0.9 | 3.7
S=C(Nc1ccc2cn[nH]c2c1)Nc1ccccc1Cl | 0.31 | 16.1
O=C(COCC(=O)N/N=C/c1ccc(F)cc1)N/N=C/c1ccc(F)cc1 | -2.12 | 0.8
O=C(N/N=C/c1cccc(F)c1)c1c(O)c2ccccc2[nH]c1=O | -1.55 | 9.0
CCC(C)(c1nnnn1-c1c(C)cccc1C)N(N=O)c1ccccc1Cl (stereo not given) | / | -1.2
O=C(c1ccc(CS(=O)Cc2ccc(Cl)cc2)o1)N1CCN(c2cccc(Cl)c2)CC1 (stereo not given) | 0.24 | -0.4
COc1ccc(CCNC(=S)NCCc2ccc(OC)c(OC)c2)cc1OC | -3.24 | 1.2
CCN(c1ccccc1)S(=O)(=O)c1cccc(C(=O)NCC(c2cccs2)N(C)C)c1 (stereo not given) | -0.03 | -2.2
Cc1cc(C)nc(N(C#N)CN2C(=O)c3ccccc3C2=O)n1 | -1.78 | -2.1
Cc1ccc(S(=O)(=O)NCCOc2nc(N(C)C)nc(N(C)C)n2)cc1 | 0.03 | 2.0
CN(CC(=O)Nc1cccc([N+](=O)[O-])c1)S(=O)(=O)c1ccccc1 | -0.96 | 0.2
Cc1cccc(NC(=O)CCS(=O)(=O)c2ccc(Br)cc2)c1 | -0.16 | -1.4
CC(C)c1ccc(NC(=O)C2CC(=O)N(C(C)C)C2)cc1 (stereo not given) | 1.34 | -0.8
O=c1[nH]c(/C=C\c2ccccc2F)nc(O)c1[N+](=O)[O-] | 0.94 | -8.4
CCOc1ccc(-n2ccnc(SCC(=O)NCCc3ccccc3)c2=O)cc1 | -2.9 | /
COc1cccc(OC)c1C(=O)Nc1c(C)n(C)n(-c2ccccc2)c1=O | -0.7 | -1.6
O=C1c2ccccc2C(O)N1Cc1ccco1 (stereo not given) | -0.89 | 0.5
COc1ccc(/C=C/C(=O)N2CCN(c3ccccn3)CC2)c(OC)c1OC | 2.57 | -0.1
O=C(CN1CCN(Cc2ccc(F)cc2)C1=O)NCc1cccs1 | 0.01 | -0.9
Cc1ccc2c(c1)-n1c(nc3cc(F)ccc3c1=O)C(Cc1ccc(O)cc1)NC2=O (stereo not given) | / | 0.2
Cc1cc(C)n(CC(=O)Nc2ccc(N3CCOCC3)c(Cl)c2)c(=O)c1C#N | 1.89 | 0.4
O=C(OCc1ccccc1)/C(=C/c1ccc(Cl)cc1)NC(=O)c1ccccc1Cl | -1.18 | -0.5
CC(=O)c1cccc(NC(=S)NC(=O)c2ccc(C)cc2)c1 | 0.12 | 0.3
COc1ccccc1N1CCN(C(=O)/C=C/c2ccco2)CC1 | -0.8 | -1.0
COc1ccc(CCNC(=O)COC(=O)COc2c(C)cc(C)cc2C)cc1OC | 1.69 | -0.7
CCC(=O)c1ccc(OCC(=O)OC(C)C(=O)NCc2ccc3c(c2)OCO3)cc1 (stereo not given) | 0.79 | -1.8
CCCNC(=S)N1CCN(Cc2ccc3c(c2)OCO3)CC1 | -0.05 | -1.8
CCn1cc(C(C)NC(=O)COc2ccc(Cl)cc2C)c(C)n1 (stereo not given) | -0.74 | 0.7
O=C(COc1ccc(Cl)cc1Cl)OCn1nnc2ccccc2c1=O | 0.05 | -0.4
CCOC(=O)c1sc(NC(=O)c2ccccc2OC)nc1C | -0.77 | -1.0
O=C(NCCCN1CCCC1=O)c1cccc(NS(=O)(=O)c2ccccc2)c1 | 0.01 | -0.1
CC(=O)Nc1cc(C(=O)O)ccc1S(=O)(=O)c1ccc(Cl)cc1 | 0.08 | -1.6
CN(CC(=O)Nc1cccc(F)c1)C(=O)C1CC(=O)N(Cc2ccco2)C1 (stereo not given) | 0.85 | -1.1
c1ccc(-c2csc3ncnc(NCC4COc5ccccc5O4)c23)cc1 (stereo not given) | 0.76 | -0.9

Of the compounds above, 2 contain a CF3 group.
SMILES | Kir21 inh | STK33 inh
COc1cccc(OC)c1Oc1ccc(C(F)(F)F)cn1 | -1.4 | -1.1
FC(F)(F)c1cccc(NCc2n[nH]c(=S)n2C2CCCCC2)c1 | 0.11 | 1.4

Compound activity as filed in PubChem BioAssay.
